Source: PubChem BioAssay (several laboratories)
MC4R barr agon – MC4R agonists recruiting beta-arrestin, primary screen, cell-based, luminescence, agonist arm of biased-ligand search | Melanocortin receptor 4 (Homo sapiens), P32245 | U2OS MC4R beta-arrestin complementation; percent of melanotan II response, DMSO zero | actives 0.98% (n = 360,000) | AID 540308, 2011 | activation, % at 8.9 µM;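 active means activation above a per-plate cutoff, the mean activation of sample wells on that plate plus 3 SD, cut at about 8% in these data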
Target sequence (P32245 whole entry, looked up): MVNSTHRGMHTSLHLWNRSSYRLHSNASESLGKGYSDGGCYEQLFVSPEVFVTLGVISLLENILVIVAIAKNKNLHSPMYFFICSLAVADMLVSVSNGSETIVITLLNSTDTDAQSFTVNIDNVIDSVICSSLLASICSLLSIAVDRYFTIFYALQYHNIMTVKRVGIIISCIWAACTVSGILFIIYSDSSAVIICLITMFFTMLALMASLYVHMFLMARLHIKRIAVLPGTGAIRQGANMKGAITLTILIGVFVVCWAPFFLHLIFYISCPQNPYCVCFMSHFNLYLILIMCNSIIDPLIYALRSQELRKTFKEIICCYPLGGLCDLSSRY
ABHD5-PLIN5 inh – ABHD5-PLIN5 interaction inhibitors, primary screen, cell lysate, split luciferase complementation, luminescence | Perilipin-5 (Homo sapiens) + 1-acylglycerol-3-phosphate O-acyltransferase ABHD5 (Homo … | Split G. princeps luciferase complementation, 4 h | actives 0.78% (n = 360,000) | inhibition, % at 4 µM;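 active means inhibition above the mean inhibition across every tested compound plus 3 SD, cut at about 22% in these data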;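 further: 0% = DMSO only wells and the 100% control is not disclosed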
MC4R antagonist – MC4R antagonists of cAMP signaling, primary screen, cell-based, TR-FRET, antagonist arm of biased-ligand search | MC4R-expressing cells, MTII-stimulated cAMP, LANCE TR-FRET | inhibition, % at 6.5 µM | actives 0.48% (n = 360,000) | AID 540295, 2011;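 active means inhibition above its plate's cutoff, the mean of tested wells on that plate plus 3 SD, cut at about 29% in these data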;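 further: 0% = Melanotan II alone and 100% = Melanotan II plus saturating MCL0020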
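Material: U2OS-MC4R stable cell line | Reagent: Melanotan II challenge after compound preincubation | Doses: One concentration, 6.5 µM nominal | Incubation: 30-min compound preincubation, 1-h Melanotan II challenge, 1-h detection, room temperature | Signal: TR-FRET cAMP assay | Replicates: One well per compound, no replicates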
ABCB6 inh MLPCN – ABCB6 transporter inhibitors, primary screen, K562-ABCB6 cells, flow cytometry, MLPCN library. ATP-binding cassette sub-family B member 6 (Homo sapiens), Q9NP58. K562-ABCB6 porphyrin accumulation, 1 h; hits give low values. fluorescence ratio to DMSO, % at 10 µM. actives 0.19% (n = 360,000);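 active means fluorescence ratio to DMSO below 75%, the collection mean minus 3 SD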;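 further: signal is porphyrin accumulated inside mitochondria; 100% equals median channel fluorescence of DMSO control wells; lower ratio means ABCB6 inhibition with less porphyrin fluorescence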
Granule exo inh – LAMP-1 surface exposure blockers, TALL-104 cells – cell-based, flow cytometry, MLPCN library, primary screen; TALL-104 LAMP-1 surface exposure; cells stimulated with thapsigargin and PMA; inhibition, % at 10 µM; actives 0.66% (n = 360,000);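 active means inhibition above about 55%, limit read from the data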
H9c2 protect – cardioprotection against H2O2-induced cell death, primary screen, uHTS, H9c2 cells, ATPLite luminescence; H9c2 cardiomyocytes, H2O2 injury protection, 2 h; protection from H2O2 cell death, % at 20 µM; actives 0.63% (n = 360,000); AID 588492, 2011;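 active means compounds giving at least 50% protection of heart cells from peroxide-induced death in the single-dose screen, raw or plate-pattern-corrected value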;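 further: 0% = DMSO wells with peroxide and 100% = DMSO wells without peroxide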
CaV13 ICDI inh – Primary screen for inhibitors of IQ motif and Ca2+-dependent inactivation inhibitor domain binding in CACNA1D, Förster resonance energy transfer in living cells, … | actives 0.098% (n = 340,000) | inhibition, % at 12.3 µM | AID 743397 | HEK cells, CFP/YFP FRET ICDI-IQ, plate reader, 10 min; percent FRET-ratio fall versus neutral wells;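 active means mean replicate inhibition of at least 30% and at least 1% of replicates passing that level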;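 further: 0% = median of the neutral control wells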
HTR2A ag – mouse Htr2a agonists via beta-arrestin recruitment, primary screen, cell-based, luminescence; CHO-K1 mHTR2A beta-arrestin complementation; percent of 30 µM serotonin response; 5-hydroxytryptamine receptor 2A (Mus musculus), P35363; activation, % at 7.6 µM; actives 0.66% (n = 360,000); AID 624169, 2012;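 active means activation above a run cutoff, the mean activation of all tested compounds plus 3 SD, cut at about 14% in these data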;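 further: 0% = plate median of compound wells and 100% = 30 µM serotonin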
Target sequence (P35363 whole entry, looked up): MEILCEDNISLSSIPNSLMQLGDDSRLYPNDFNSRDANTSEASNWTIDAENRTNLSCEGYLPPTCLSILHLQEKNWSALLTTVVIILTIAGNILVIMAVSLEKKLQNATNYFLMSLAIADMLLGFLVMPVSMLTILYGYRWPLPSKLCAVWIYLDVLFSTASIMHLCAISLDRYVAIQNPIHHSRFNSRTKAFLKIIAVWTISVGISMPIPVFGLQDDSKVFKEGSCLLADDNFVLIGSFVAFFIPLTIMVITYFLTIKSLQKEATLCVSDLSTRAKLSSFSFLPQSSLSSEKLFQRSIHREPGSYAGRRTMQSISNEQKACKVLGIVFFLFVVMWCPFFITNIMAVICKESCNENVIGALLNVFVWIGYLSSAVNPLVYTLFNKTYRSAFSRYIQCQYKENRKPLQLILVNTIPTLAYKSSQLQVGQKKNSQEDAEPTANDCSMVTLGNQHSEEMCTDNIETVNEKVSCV
PDI inh – inhibitors of human PDI, primary screen, biochemical, turbidity, single point, plate reader | PDI insulin aggregation turbidity, A650, 90 min | inhibition, % at 10 µM | Protein disulfide-isomerase (Homo sapiens), P07237 | actives 0.052% (n = 350,000);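 active means mean inhibition across replicates of 30% or more, whatever share of single replicates reach that level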;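 further: absorbance from insulin aggregation driven by PDI reduction with DTT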
N-glyco inh – increase of ERlucT glycosylation luciferase signal, primary screen, N-linked glycosylation inhibitor project, D54 ERlucT cells, luminescence, set 2 | D54 ERlucT glycosylation luciferase reporter, 24 h; percent of 100 nM tunicamycin response | reporter increase, % at 12.5 µM | actives 0.23% (n = 360,000);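 active means mean luciferase reporter signal, scaled so untreated is 0 and the glycosylation-blocking control 100, at or above a set limit in every replicate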;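 further: luciferase carries N-glycosylation sites so blocking glycosylation raises the light; 0% = median of neutral control wells and 100% = median of 100 nM tunicamycin wells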
The depositor's hits bear a star; nt = no result given.

#	structure	MC4R barr agon	ABHD5-PLIN5 inh	MC4R antagonist	ABCB6 inh MLPCN	Granule exo inh	H9c2 protect	CaV13 ICDI inh	HTR2A ag	PDI inh	N-glyco inh
1	CC(C)CCNC(=O)CN(Cc1cccs1)C(=O)CCC(=O)Nc1nccs1	-0.1	-6	-5	98	-3	3	-7	0	-2	1
2	Cc1ccc(S(=O)(=O)N2CCCC(C(=O)NCCCN3CCCCC3C)C2)cc1 (centres undefined)	0.0	-5	13	99	3	-3	-8	-2	3	0
3	N#CCC(=O)Nc1ccc(C(=O)OC(C(=O)Nc2cc(C(F)(F)F)ccc2Cl)c2ccccc2)cc1 (centres undefined)	0.9	-16	9	96	4	-11	-16	2	-3	-6
4	COc1ccc(N(C)S(=O)(=O)c2cccc(C(=O)OC(C(=O)Nc3cc(C)cc(C)c3)c3ccccc3)c2)cc1 (centres undefined)	-0.6	3	1	94	0	2	-2	2	-4	-3
5	O=C(Cn1ncc2c3ccccc3n(Cc3cccc(Cl)c3)c2c1=O)NCC1CCCO1 (centres undefined)	5.1	-3	-7	98	1	-4	-2	-1	-26	1
6	O=S(=O)(c1ccc(Cl)cc1)N1CCC(c2nc3ccccc3[nH]2)CC1	0.5	-1	18	103	5	6	-3	-9	13	2
7	CCC(=O)c1c[nH]c(C(=O)NCC2CCCO2)c1 (centres undefined)	-1.1	4	6	98	-1	-1	-7	4	6	2
8	Clc1cccc(Cl)c1/C=N/Nc1c(Cl)cncc1Cl	3.0	16	-5	95	-7	-2	-4	0	0	5

Additional results:
#	structure	MC4R barr agon	ABHD5-PLIN5 inh	MC4R antagonist	ABCB6 inh MLPCN	Granule exo inh	H9c2 protect	CaV13 ICDI inh	HTR2A ag	PDI inh	N-glyco inh
9	O=C(CCCN1C(=O)c2ccccc2C1=O)NC1=NCCS1	-0.4	-10	-2	94	1	9	nt	2	5	2
10	COc1ccc(C)cc1NC(=O)CSc1nc2ccccc2nc1N1CCCCC1	1.8	-9	-1	101	0	-17	-3	-3	nt	-12
11	Cc1ccc(-c2noc(C3CCCN(C(=O)c4cccc([N+](=O)[O-])c4)C3)n2)o1 (centres undefined)	-0.2	-3	18	104	-12	5	-6	-3	3	-3
12	CCCOc1ccc(N2C(=O)CC(N(CCc3ccc(S(N)(=O)=O)cc3)C(C)=O)C2=O)cc1 (centres undefined)	-0.3	4	3	92	0	0	-5	-5	4	1
13	COc1cc(C(=O)N2C[C@H]3CC[C@H]2C3)ccc1OC1CCN(C(C)=O)CC1	-2.7	-1	-7	100	1	-1	-3	-3	-10	1
14	COc1ccc(NC(=O)CN(C)C(=O)c2ccc3ccccc3c2)cc1	1.7	-3	-2	94	-4	6	-6	3	0	1
15	C/C(CS(=O)(=O)c1ccccc1)=N\O	-0.2	5	3	90	0	-3	-5	-1	5	1
16	C=CCN1C(=O)/C(=C2/Sc3ccccc3N2C)SC1=Nc1ccccc1C	-0.6	-5	4	87	1	6	-6	-3	-12	1

Fetched by structure from above (2):
#	structure	MC4R barr agon	ABHD5-PLIN5 inh	MC4R antagonist	ABCB6 inh MLPCN	Granule exo inh	H9c2 protect	CaV13 ICDI inh	HTR2A ag	PDI inh	N-glyco inh
11	Cc1ccc(-c2noc(C3CCCN(C(=O)c4cccc([N+](=O)[O-])c4)C3)n2)o1 (centres undefined)	-0.2	-3	18	104	-12	5	-6	-3	3	-3
2	Cc1ccc(S(=O)(=O)N2CCCC(C(=O)NCCCN3CCCCC3C)C2)cc1 (centres undefined)	0.0	-5	13	99	3	-3	-8	-2	3	0

The results go on.
#	structure	MC4R barr agon	ABHD5-PLIN5 inh	MC4R antagonist	ABCB6 inh MLPCN	Granule exo inh	H9c2 protect	CaV13 ICDI inh	HTR2A ag	PDI inh	N-glyco inh
17	Cn1cnnc1SCC(=O)c1c[nH]c2ccccc12	-0.5	-3	5	100	-2	4	-7	2	-3	-2
18	C=CCNC(=S)Nc1ccc(Cl)c(S(=O)(=O)N2CCOCC2)c1	-0.8	-1	16	98	-4	-4	-4	-1	-7	1
19	O=C(CN1CCCCCC1)Nc1ccc([N+](=O)[O-])cc1Cl	1.4	-27	12	105	-3	-4	-19	-4	-4	0
20	CN(C(=O)COc1ncnc2ccccc12)C1CCCCC1	-0.3	1	-6	99	0	10	-16	-5	-4	0
21	O=C(CSc1nc(-c2ccc(Cl)cc2)[nH]c(=O)n1)Nc1cccc(Cl)c1	0.0	-10	3	94	2	6	-3	-4	-1	1
22	COc1ccc2c(=O)c3c(=O)n(CCc4ccccc4)c(C(C)C)nc3oc2c1	-1.1	8	8	128	1	2	-5	5	-8	0
23	CCC(C)N1C(=O)C2C(C(=O)Nc3cccc(OC)c3)C3C=CC2(O3)C1C(=O)NC1CCCCC1C (centres undefined)	2.7	0	1	89	2	-5	-6	7	4	-2
24	CC(=O)Nc1ccc(SCC(=O)N(CCC#N)c2ccc(C)cc2)cc1	-0.3	0	6	95	4	-2	-6	-1	2	6

New compounds follow:
#	structure	MC4R barr agon	ABHD5-PLIN5 inh	MC4R antagonist	ABCB6 inh MLPCN	Granule exo inh	H9c2 protect	CaV13 ICDI inh	HTR2A ag	PDI inh	N-glyco inh
25	O=S(=O)(c1ccc(NC(=S)N2CCCCC2)cc1)N1CCCCC1	-1.0	-3	-4	94	0	-4	-6	5	-4	-3
26	Cc1cccnc1C(NC(=O)C1CCN(CCCOc2ccc(F)cc2)CC1)c1ccccc1 (centres undefined)	0.9	-3	-6	102	-2	8	-7	0	-4	-2
27	CC(C)CC(NC(=O)c1ccccc1NC(=O)c1ccccc1)C(=O)O (centres undefined)	3.6	-1	-1	102	-2	4	-2	6	5	0
28	CCc1nc2ccc(C(=O)NCCCn3ccnc3)cn2c1N(C)C(=O)c1cccc(OC)c1	1.4	9	5	93	-4	5	-6	2	13	2
29	Cc1cccc(-c2nnc(NC(=O)c3ccc(Cl)cc3)o2)c1	-2.5	4	4	99	0	47	-3	8	-7	2
30	COc1cc(/C=C/c2c([N+](=O)[O-])c(=O)n(C)c(=O)n2C)cc(OC)c1OC	0.0	-4	-2	100	11	10	-6	7	5	-2
31	Cc1cc(Br)ccc1NC(=O)C1CCCO1 (centres undefined)	0.7	7	5	100	0	-4	-5	-2	-6	2
32	CCOc1ccc(C2=Nc3ccc(Br)cc3C(c3ccc(N4CCOCC4)cc3)=NN2)cc1	-2.5	-1	6	96	-1	2	-5	-2	-4	0

More structures:
#	structure	MC4R barr agon	ABHD5-PLIN5 inh	MC4R antagonist	ABCB6 inh MLPCN	Granule exo inh	H9c2 protect	CaV13 ICDI inh	HTR2A ag	PDI inh	N-glyco inh
33	CCCN1CCN(CCCNC(=O)C(CC)n2nc(C)c3sc4ccccc4c3c2=O)CC1 (centres undefined)	-4.1	-2	3	94	-4	3	-7	0	-1	0
34	Cc1ccnc(NC(=O)COC(=O)c2ccc(F)cc2F)n1	-1.2	-3	14	94	1	-5	-2	5	3	2
35	COc1cc(C2Nc3ccccc3C(=O)N2c2ccccc2)c(Br)cc1OCC(=O)O (centres undefined)	-2.3	-3	1	97	1	0	-17	-1	4	-1
36	COc1ccc2nc(NC(=O)c3cccc(N4C(=O)CCC4=O)c3)sc2c1	-1.3	4	1	95	-2	-15	-6	4	-6	4
37	COc1cccc(/C=C/C(=O)OCC(=O)N2CCCC2)c1OC	-1.0	-3	4	98	-1	0	-2	-5	0	0
38	COC(=O)COc1ccc(S(=O)(=O)N2CCc3ccccc3C2)cc1C	-0.1	1	8	99	3	-11	nt	-1	4	2
39	CCOC(=O)C(C)NC(=O)C(NC(=O)C1CCC(CC)CC1)C(C)C (centres undefined)	-0.5	1	12	92	0	-8	-4	-2	4	1
40	COc1ccc(CNC(=O)c2cc(-c3cc(C)cc(C)c3O)n[nH]2)cc1	-0.9	-4	8	99	-4	-4	-14	-4	-2	1

Later entries:
#	structure	MC4R barr agon	ABHD5-PLIN5 inh	MC4R antagonist	ABCB6 inh MLPCN	Granule exo inh	H9c2 protect	CaV13 ICDI inh	HTR2A ag	PDI inh	N-glyco inh
41	CCCCc1nc2cc(C(=O)N3CCCCC3COC)ccc2o1 (centres undefined)	-0.6	-1	5	97	3	2	-2	1	-3	1
42	CCc1nnc(NC(=O)CSc2nc3cc4c(cc3cc2C)OCCO4)s1	0.6	0	4	77	1	-7	-8	-1	-2	1
43	COc1ccc(CC(NC(C)=O)C(=O)NC2CCN(C(=O)Nc3ccccc3C)CC2)cc1OC (centres undefined)	-2.6	-6	-4	99	-5	4	-4	5	7	-1
44	O=C(C1CCCO1)N1CCN(C(=O)C23CC4CC(CC(C4)C2)C3)CC1 (centres undefined)	-1.7	1	4	96	8	2	-6	3	-2	2
45	Cc1ccc(C(=O)N2CCCC(C(=O)Nc3cccc(-c4ccc(F)cc4)c3)C2)cn1 (centres undefined)	-1.4	-13	3	95	-12	-2	-3	-8	-8	4
46	Cn1cc(SCC(=O)NCC2CCCO2)c2ccccc21 (centres undefined)	1.3	-6	11	103	0	4	-10	1	nt	1
47	O=S(=O)(c1ccc(Br)cc1Cl)N1CCCN(c2ccc(C(F)(F)F)cn2)CC1	-1.3	-11	3	90	0	-18	-19	3	5	-2
48	COc1ncccc1C(=O)N1CCCC(C(=O)c2cc(F)ccc2F)C1 (centres undefined)	0.6	1	1	100	-12	7	8	-1	-1	-1

Going on with the list.
#	structure	MC4R barr agon	ABHD5-PLIN5 inh	MC4R antagonist	ABCB6 inh MLPCN	Granule exo inh	H9c2 protect	CaV13 ICDI inh	HTR2A ag	PDI inh	N-glyco inh
49	CC(=O)NCCC(=O)Nc1nc(-c2ccccc2Cl)cs1	-4.1	-3	-3	86	4	-2	4	-5	4	3
50	C=CCN(Cc1ccc(Cl)s1)C(=O)CNC(=O)CNC(=O)c1ccc(Cl)cc1Cl	-1.0	8	7	96	8	-5	-6	0	16	0
51	CN1CCN(c2ncnc3c2ncn3[C@H]2CN(Cc3ccncc3)C[C@@H](CO)O2)CC1	2.8	0	1	101	-8	-3	-5	15*	4	0
52	C=CCNC(=O)CC(=O)N/N=C/c1ccc(F)cc1	-2.9	0	14	98	-1	5	-3	-1	6	0
